Rat MKP-3 inhibitors: inhibition of rat DUSP6 enzyme activity – biochemical, in vitro, primary screen (AID 425) | actives 0.17% (n = 110,000) | one-dose inhibition, % at 20 µM; IC50 in µM for titrated hits | recombinant MKP-3 phosphatase activity, fluorescence; higher % means a stronger effect; in the data active = inhibition above about 50%;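 also: plate controls were vehicle for no effect and reference inhibitor for full effect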
Hsp70 inhibitors: small molecules displacing fluorescent ligand from Hsp70 – biochemical, fluorescence polarization, primary screen (AID 583). Hsp70 fluorescence polarization probe displacement, mP; higher % means a stronger effect. displacement, % at 20 µM, or IC50 in µM where a hit was titrated. actives 0.06% (n = 140,000); in the data active = displacement above about 50%;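 also: plate controls were vehicle for no effect and reference ligand for full effect; a part of the inactive calls stands beside numbers as strong as those of hits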
Numbers without * were called inactive; nt = not tested or not shown; & = joins results of further samples.

SMILES | Rat MKP-3 inhibitors | Hsp70 inhibitors
O=C(O)CSCc1ccc(C(=O)O)o1 | nt | -1.1%
COc1c(Cl)cc(C(=O)Nc2cc(C)ccc2C)cc1Cl | -2% | 1.5%
CCOC(=O)C1CCCN(C(=O)c2ccccc2NC(C)=O)C1 (stereo not drawn) | -1% | -2.4%
C1=CC2CC1CC2CNCc1ccco1 (stereo not drawn) | -2% | -0.1%
COc1ccc(C2CC(=O)C=C(NCC3CCCO3)C2)cc1 (stereo not drawn) | -11% | -4.8%
Cc1ccc(C)c(NC(=S)c2ccccn2)c1 | nt | -6.6%
CCCC(=O)Nc1ccc2c(c1)nc(CN1CCCCC1)n2C | -7% | 2.5%
Cn1ncc(Cl)c1C(=O)N(C(=O)c1c(Cl)cnn1C)c1ccccc1C(F)(F)F | 4% | -1.1%
O=C(Nc1ccc(S(=O)(=O)c2ccc(NC(=O)C(F)(F)F)cc2)cc1)C(F)(F)F | 1% | -2.8%
Cn1c(=O)c2c(nc3cc(-c4ccccc4)cc(-c4ccccc4)n32)n(C)c1=O | 3% | 0.6%
CCSc1nnc(NC(=O)C2CCCCC2C(=O)OCC(F)(F)C(F)F)s1 (stereo not drawn) | 2% | 1.9%
CCOC(=O)N=S(N)(=O)c1ccccc1 (stereo not drawn) | -7% | 4.3%
c1csc(-c2nn3c(C4COc5ccccc5O4)nnc3s2)c1 (stereo not drawn) | 0% | -1.7%
Cc1ccc(-n2ncnc2-c2ccc(Br)cc2)cc1Cl | 1% | -0.7%
CCc1ccc2[nH]c(=O)c(CN(Cc3ccc4c(c3)OCO4)Cc3nnnn3C3CCCC3)cc2c1 | -8% | -2.1%
O=C(Nc1ccc(F)cc1)c1nsc(Cl)c1Cl | nt | 0.1%
O=C(O)CCN1/C(=C/C=Nc2ccccc2)Oc2ccccc21 | -2% | -5.7%
O=C(O)CCCN1C(=O)C(=O)/C(=C(/O)c2ccccc2)C1c1cccc(F)c1 (stereo not drawn) | 0% | -0.7%
C/C(=N/N=C1/c2ccccc2C(=O)C1C(=O)C(c1ccccc1)c1ccccc1)c1cccs1 (stereo not drawn) | -2% | -13%
c1ccc(Cn2nnc3c(NCC4CCCO4)ncnc32)cc1 (stereo not drawn) | -5% | 4.0%
O=CNCC(=O)NCCc1ccc(Cl)cc1 | 5% | 4.0%
CCc1ccccc1N(CC(=O)N1CCN(c2ccccc2)CC1)S(C)(=O)=O | -5% | -5.0%
CC1CCN(S(=O)(=O)c2ccc(NC(=O)CN3CCN(c4ccccc4)CC3)cc2)CC1 | -11% | 0.3%
COc1cccc(-c2cc(C(=O)NCCN3CCOCC3)no2)c1 | 2% | 1.2%
CCOC(=O)CSc1nc2sc(C(=O)O)c(C)c2c(=O)[nH]1 | -1% | 8.8%

Next records follow.
SMILES | Rat MKP-3 inhibitors | Hsp70 inhibitors
CC1Cc2ccccc2N1C(=O)C1CCN(S(=O)(=O)Cc2ccccc2)CC1 (stereo not drawn) | -8% | 1.6%
COc1ccc(Br)cc1C(=O)Nc1nnn(C)n1 | -3% | 4.0%
COCc1ccc(C(=O)Nc2ccccc2C(=O)O)o1 | -2% | 1.6%
Cc1cccc(NS(=O)(=O)c2cc(C(=O)N3CCN(C)CC3)ccc2C)c1 | nt | -0.2%
CSCCC(NS(=O)(=O)c1cccs1)C(=O)NCc1cccs1 (stereo not drawn) | 3% | nt
Nn1c(SCc2cccc(C(F)(F)F)c2)nnc1-c1ccco1 | -3% | 1.4%
COc1ccc(CCn2nnnc2C(C(C)C)N2CCC(C(N)=O)CC2)cc1OC (stereo not drawn) | -2% | 11%
CN(C)CC#CCCCCCCC#CCN(C)C | nt | 7.4%
Cn1c(-c2ccccc2)cnc1SCC(=O)N1CCCCC1 | nt | -0.3%
COC(=O)C1(S(=O)(=O)c2cc(Br)cc3c2N(C(C)=O)CC3)CC1 | 1% | -2.6%
CCOc1ccccc1-n1c(CN2CCN(C(=O)c3ccco3)CC2)nc2ccccc2c1=O | -4% | -1.6%
NC(=S)N/N=C(\c1ccccc1)C12CC3CC(CC(C3)C1)C2 | -2% | 2.3%
CCOC(=O)CSc1nc2ccccc2c(=O)n1CC1CCCC1 | nt | -3.2%
CC(C)NS(=O)(=O)c1ccc(OCC(=O)NCc2ccc3c(c2)OCO3)c(Cl)c1 | -13% | 0.4%
O=C(COc1ccc2ccccc2c1)Nc1ccc(N2CCOCC2)c(Cl)c1 | 4% | 0.5%
COc1ccc(NC(=O)CN(c2ccc(C)cc2)S(=O)(=O)c2ccc(OC)c(OC)c2)c(OC)c1 | 0% | 0.3%
COc1ccc(/C(C)=N\N=C2/NC(=O)C(Cc3ccc(C)cc3)S2)cc1 (stereo not drawn) | -7% | 1.2%
O=C1N(CCCCN2C(=O)C3(OCCO3)c3ccccc32)c2ccccc2C12OCCO2 | 6% | 2.1%
Cc1nc(-c2ccccc2)nc(N/N=C/c2ccccc2[N+](=O)[O-])c1C | -1% | 4.6%
COc1ccc(S(=O)(=O)N2CCC(O)(c3ccc4c(c3)OCO4)CC2)cc1 | 0% | -3.7%
Cc1ccc(Oc2cc(-n3nc(C)cc3C)ncn2)cc1 | nt | -6.9%
O=C(/C=C/c1ccc(Cl)cc1Cl)Nc1ccc2c(c1)OCO2 | 0% | 6.0%
C/C(O)=C(/N=O)C(=O)Nc1ccccc1 | -5% | 3.2%
O=C(Nc1cc(NC(=O)C(F)(F)F)cc([N+](=O)[O-])c1)C(F)(F)F | 7% | 3.7%
COc1ccc(N2CCN(C(=O)CCCn3c(=O)[nH]c4cc(Cl)ccc4c3=O)CC2)cc1 | nt | -2.4%

17 successive compounds out of the list so far, quoted:
SMILES | Rat MKP-3 inhibitors | Hsp70 inhibitors
O=C(O)CSCc1ccc(C(=O)O)o1 | nt | -1.1%
COc1c(Cl)cc(C(=O)Nc2cc(C)ccc2C)cc1Cl | -2% | 1.5%
CCOC(=O)C1CCCN(C(=O)c2ccccc2NC(C)=O)C1 (stereo not drawn) | -1% | -2.4%
C1=CC2CC1CC2CNCc1ccco1 (stereo not drawn) | -2% | -0.1%
COc1ccc(C2CC(=O)C=C(NCC3CCCO3)C2)cc1 (stereo not drawn) | -11% | -4.8%
Cc1ccc(C)c(NC(=S)c2ccccn2)c1 | nt | -6.6%
CCCC(=O)Nc1ccc2c(c1)nc(CN1CCCCC1)n2C | -7% | 2.5%
Cn1ncc(Cl)c1C(=O)N(C(=O)c1c(Cl)cnn1C)c1ccccc1C(F)(F)F | 4% | -1.1%
O=C(Nc1ccc(S(=O)(=O)c2ccc(NC(=O)C(F)(F)F)cc2)cc1)C(F)(F)F | 1% | -2.8%
Cn1c(=O)c2c(nc3cc(-c4ccccc4)cc(-c4ccccc4)n32)n(C)c1=O | 3% | 0.6%
CCSc1nnc(NC(=O)C2CCCCC2C(=O)OCC(F)(F)C(F)F)s1 (stereo not drawn) | 2% | 1.9%
CCOC(=O)N=S(N)(=O)c1ccccc1 (stereo not drawn) | -7% | 4.3%
c1csc(-c2nn3c(C4COc5ccccc5O4)nnc3s2)c1 (stereo not drawn) | 0% | -1.7%
Cc1ccc(-n2ncnc2-c2ccc(Br)cc2)cc1Cl | 1% | -0.7%
CCc1ccc2[nH]c(=O)c(CN(Cc3ccc4c(c3)OCO4)Cc3nnnn3C3CCCC3)cc2c1 | -8% | -2.1%
O=C(Nc1ccc(F)cc1)c1nsc(Cl)c1Cl | nt | 0.1%
O=C(O)CCN1/C(=C/C=Nc2ccccc2)Oc2ccccc21 | -2% | -5.7%

(listing goes on)
SMILES | Rat MKP-3 inhibitors | Hsp70 inhibitors
c1ccc(CSC2=NCCCN2)cc1 | nt | -3.4%
O=S(=O)(Nc1ccccc1N1CCOCC1)c1ccc(Cl)s1 | -3% | -5.8%
O=C(Nc1ccc(Cl)c(Cl)c1)c1cnn2c1NC(c1ccc(Br)cc1)CC2C(F)(F)F (stereo not drawn) | 1% | -1.6%
COC(=O)c1ccccc1NC(=O)c1c(O)c2cccc3c2n(c1=O)CCC3 | -10% | -4.1%
Cc1ccc(N2C(=O)[C@@H]3[C@H](C2=O)C2c4ccccc4C=CN2[C@@H]3C(=O)c2ccco2)cc1 (stereo partly drawn) | 30% | 21%
COc1ccc(CCNC(=O)Cn2nnc(-c3ccc(N(C)C)cc3)n2)cc1OC | nt | 4.4%
COc1ccccc1CC(=O)N1CCCC1 | -8% | 1.5%
N#C/C(=N/Nc1ccccc1F)C(=N)N1CCOCC1 | 0% | 0.3%
COc1ccc(CN2CCN(C3CCN(Cc4ccccc4)CC3)CC2)c(OC)c1 | 2% | 2.8%
O=C(CN1CCOCC1)OCCCc1ccccc1 | -9% | -3.6%
C(=N\n1cnnc1)/c1cccn1-c1ccccc1 | nt | -1.0%
CCC(CO)N=CC1=C(O)C(C(=O)c2ccccc2)CCC1=O (stereo not drawn) | 1%&1% | 0.2%&-1.6%
COc1ccc(OC)c(C(=O)CSc2nc3c(c(=O)n(C)c(=O)n3C)n2C(C)C)c1 | 11% | 3.1%
CCOC(=O)c1c(C=O)c(C)n(Cc2ccccc2)c1C | nt | -6.5%
COc1ccc(/C=N/Nc2nc(N3CCCCC3)nc(N3CCCCC3)n2)cc1OC | 1% | 5.0%
CC(=O)c1ccc(OCCCC(=O)NCC(c2ccco2)N(C)C)cc1 (stereo not drawn) | 2% | 5.0%
CCC(C)Sc1nc2c(c(=O)[nH]c(=O)n2C)n1Cc1ccc(Cl)cc1 (stereo not drawn) | 4% | -2.7%
Cc1ccc(-c2cc(C(F)(F)F)n3nc(C(=O)N4CCCc5ccccc54)cc3n2)cc1 | 3% | 1.9%
COc1ccc(-c2cc(C(F)F)n3ncc(C(=O)N4CCN(C(=O)c5ccco5)CC4)c3n2)cc1 | -14% | 3.9%
CCN(CC)C(=O)c1sc(NC(=O)c2ccc(Cl)cc2)c(C#N)c1C | 1% | 6.4%
Cc1cccc(CSCc2nnc(NC(=O)Nc3cccc(Cl)c3)s2)c1 | 2% | 3.9%
O=S(=O)(c1ccc(F)cc1)c1nc(-c2ccc(F)cc2)oc1NCCN1CCOCC1 | -12% | 4.5%
COc1cc(/C=C2\SC(=S)N(CC(=O)O)C2=O)cc(OC)c1OC | 2% | -7.3%
O=C(c1ccc(=O)oc1)N1CCN(c2ccc(F)cc2)CC1 | -3% | 3.3%
COc1ccc(-c2csc(NC(=O)C3CCCCN3S(=O)(=O)c3ccccc3)n2)cc1 (stereo not drawn) | nt | -8.1%

(cont.)
SMILES | Rat MKP-3 inhibitors | Hsp70 inhibitors
COCCn1c(=O)[nH]c2cc(C(=O)NCCN3CCN(c4ccccc4)CC3)ccc2c1=O | 8% | -1.1%
Cc1ccc(S(=O)(=O)N(C)CC(=O)N2CCN(C(=O)c3ccco3)CC2)cc1 | -16% | 4.5%
CCOC(=O)c1c(NC(=O)COc2cc(C)ccc2C(C)C)sc(C(C)=O)c1C | -1% | 2.5%
O=C(CSc1nc2ccc(N3C(=O)c4ccccc4C3=O)cc2s1)NCCOc1ccccc1 | -2% | -1.6%
Cc1cc(C)c2c(c1)NC(c1ccc([N+](=O)[O-])cc1)C1CC=CC21 (stereo not drawn) | 10% | -2.4%
CC1CCc2nn(CC(=O)N3CCCCCC3)cc2C1 (stereo not drawn) | -6% | 0.1%
COc1ccc(OC)c(/C=N/n2c(C)nc3ccccc3c2=O)c1 | 1% | -2.8%
Cc1nc(N2CCOCC2)c2cc(-c3ccccc3)sc2n1 | -8% | -0.6%
O=C(Nc1ccc(I)cc1)C1CC=CCC1C(=O)OCC(Cl)=C(Cl)Cl (stereo not drawn) | 1% | 1.5%
O=C(CN1CCN(Cc2ccccc2)CC1)NC(=O)NCc1ccco1 | 0% | 2.9%
CC(=O)c1c(C)cc(C)c(CSc2nnc(-c3ccco3)o2)c1C | 5% | 5.4%
Cc1ccc2c(c1)N(CCC(=O)NCc1ccco1)C(=O)CO2 | -9% | 1.9%
Cc1cc(C)n(Cc2ccc(C(=O)NCc3ccco3)o2)n1 | -1% | nt
Cc1ccc(NS(=O)(=O)c2cccs2)cc1C | 1% | -5.1%
COCCNc1cc(C)nc2c3c(C)cc(C)nc3nn12 | 5% | 7.6%
N#C/C(=C/c1ccc(Sc2ccccc2)o1)c1nc2ccccc2[nH]1 | 1% | -2.7%
O=C(O)c1ccc(NC(=O)c2ccccc2NC(=O)c2cccs2)cc1 | 3% | -6.2%
CCc1nnc(NC(=O)c2ccc(-c3ccc(Cl)cc3)o2)s1 | nt | -2.7%
COc1cccc(/C=C2/C(=O)NN(c3ccc(C)c(C)c3)C2=O)c1 | 7% | 1.8%
Cc1nc2sc(C(c3ccco3)N3CCOCC3)c(O)n2n1 (stereo not drawn) | nt | 4.1%
O=C(O)C1CCCCC1C(=O)NCCc1ccncc1 (stereo not drawn) | -5% | -1.9%
CCC(=O)NC(Nc1ccc(C)cn1)(C(F)(F)F)C(F)(F)F | -2% | 4.1%
CCCCn1c(O)c(C(CC)=Nc2ccc3c(c2)CCC3)c(=O)[nH]c1=O | 4% | -0.8%
Cc1cc(C(=O)NC2=NCCS2)cs1 | -11% | 6.1%
CCC(=O)Nc1cccc(-n2nnnc2SCC(=O)NCc2ccco2)c1 | -12% | 6.6%

(cont.)
SMILES | Rat MKP-3 inhibitors | Hsp70 inhibitors
CCOc1ccccc1C(=O)Nc1nc2ccc(C)cc2s1 | 0% | 5.8%
COC(=O)[C@@H](NC(=O)NCc1cccc(OC)c1)C(C)C | -11% | -5.5%
CC(=O)N1CCN(Cc2nc3cc(NS(C)(=O)=O)ccc3n2C)CC1 | -2% | 5.9%
CC(NC(=O)c1ccccc1)c1ccc(Br)cc1 (stereo not drawn) | -1% | 2.0%
Cc1cc(-c2ccc(Cl)cc2)nc2cc(C(=O)O)nn12 | -5% | 1.9%
Cn1c(SCC(=O)Nc2ccc3c(c2)OCO3)nnc1-c1cnccn1 | 1% | 5.4%
O=C(CSc1nnc(COc2ccccc2F)n1-c1ccccc1)NCc1ccco1 | nt | 1.2%
COc1ccc(NC(=O)CN2CCN(c3ccc(F)cc3)CC2)cc1Cl | 4% | -4.3%

Screens: PubChem, Sanford-Burnham Center for Chemical Genomics

Some of the compounds tested, so the mix of outcomes need not match the whole.
